Source: PubChem (National Center for Advancing Translational Sciences (NCATS))
GLP1R inv ag – GLP-1 receptor (human) inverse agonism. HEK293 GLP-1R CRE-luciferase, luminescence, 24 h; GLP-1R form is constitutively active. Potency, µM (titrated, usually from 38.3 µM), inactives show top-dose activity change, negative = inhibition, usual class: inhibitors. hit rate 1.6% among 410,000. AID 624417; further: potency means the concentration at half of the fitted maximal effect; on the % scale 0 is the no-effect control and ±100 the full control effect; nearly all actives have a fitted effect of over 55% in size
Target sequence (P43220 whole entry, looked up): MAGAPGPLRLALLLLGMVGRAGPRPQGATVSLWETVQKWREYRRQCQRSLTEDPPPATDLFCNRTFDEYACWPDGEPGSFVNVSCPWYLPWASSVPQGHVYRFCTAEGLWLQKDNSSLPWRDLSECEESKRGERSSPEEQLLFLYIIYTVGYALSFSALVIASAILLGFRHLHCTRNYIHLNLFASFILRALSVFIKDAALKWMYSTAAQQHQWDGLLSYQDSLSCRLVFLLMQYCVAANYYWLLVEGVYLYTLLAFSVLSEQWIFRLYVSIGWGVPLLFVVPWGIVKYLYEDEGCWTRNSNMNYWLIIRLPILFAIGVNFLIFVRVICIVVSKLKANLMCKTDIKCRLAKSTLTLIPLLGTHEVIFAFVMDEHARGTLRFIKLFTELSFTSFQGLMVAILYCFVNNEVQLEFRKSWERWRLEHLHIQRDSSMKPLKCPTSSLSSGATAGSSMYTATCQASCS
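Using stably transfected HEK293 (constitutively active GLP-1R, cAMP-luciferase reporter), compounds were incubated 24 hr and luciferase measured by luminescence.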
PTHR1 ag – PTHR1 (human) receptor agonism. HEK293 GP2 PTHR1 cells, GloSensor cAMP luminescence, 1 h. Potency, µM (doses to about 115 µM), for the others: at the top dose activation, actives largely listed as activators. hit rate 0.075% among 410,000. AID 743266; further: potency means the concentration at half of the fitted maximal effect; nearly all actives have a fitted effect of over 55% in size; some results filed as inactive show a strong effect at the top dose; inactives centre near -15; many of its hits are not listed in these tables
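HEK-293-derived GP2 cells expressing PTHR1 and a GloSensor cAMP reporter, 3,000/well, plated overnight, given luciferin plus IBMX (each 0.5 mM as added) for 1 h at 37 °C, then compound for 1 h at 37 °C. Luminescence was read after 15 min at room temperature.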
IL2 activator – IL-2 activation; IL-2 activation reporter assay, cell-based qHTS; stimulated with anti-CD3/CD4/CD28 beads; in transgenic mouse T cells; activation, % (series mostly up to about 46 µM); hit rate 0.065% among 360,000; in the data active means activation above about 50%; inconclusive means mostly about 30% to 49%; further: 0% is about no effect
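Readout is EGFP and DsRed signal by fluorescent plate cytometry after 18 h at 37 degrees C. Transgenic mouse T cells (750/well) received compound for 60 min before bead stimulation (anti-CD3, anti-CD4, anti-CD28); memory T cells served as non-tolerant control.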
PLK1 PBD inh – blocks phosphopeptide binding to human PLK1 polo-box domain; Plk1 PBD binding of FITC phosphopeptide, fluorescence polarization; Potency, µM, for the others: max response, negative = inhibition, hits mostly inhibitors; hit rate 2.8% among 360,000; AID 720504; further: potency means the concentration at half of the fitted maximal effect; series mostly up to about 57 µM; on the % scale 0 is the no-effect control and ±100 the full control effect; nearly all actives have a fitted effect of over 65% in size
Target sequence (P53350 whole entry, looked up, the tested form may be a part): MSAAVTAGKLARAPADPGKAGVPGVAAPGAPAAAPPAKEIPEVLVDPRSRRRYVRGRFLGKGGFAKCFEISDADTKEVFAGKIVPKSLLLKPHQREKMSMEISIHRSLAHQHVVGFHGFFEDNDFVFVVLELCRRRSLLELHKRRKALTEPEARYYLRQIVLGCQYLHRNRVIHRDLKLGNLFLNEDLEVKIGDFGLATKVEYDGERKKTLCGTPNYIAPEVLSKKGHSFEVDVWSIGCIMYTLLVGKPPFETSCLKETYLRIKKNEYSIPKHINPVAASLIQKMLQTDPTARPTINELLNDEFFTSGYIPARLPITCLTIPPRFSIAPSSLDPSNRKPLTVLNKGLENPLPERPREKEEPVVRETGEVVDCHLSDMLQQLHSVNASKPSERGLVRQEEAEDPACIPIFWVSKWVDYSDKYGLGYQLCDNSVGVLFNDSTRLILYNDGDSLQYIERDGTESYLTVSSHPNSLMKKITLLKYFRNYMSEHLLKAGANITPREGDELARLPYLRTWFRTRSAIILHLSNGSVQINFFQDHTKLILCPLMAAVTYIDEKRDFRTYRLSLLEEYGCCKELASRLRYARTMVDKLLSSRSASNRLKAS
GLP1R cytotox – cytotoxic in the GLP-1 receptor inverse agonist counter-screen. Potency, µM (series often up to 38.3 µM), for the others: top-dose activity change, negative = inhibition, hits mostly inhibitors. AID 624418. HEK293 cAMP-luciferase reporter cells, luminescence, 24 h. hit rate 0.13% among 410,000;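 further: loss of luciferase light is scored as toxicity; potency means the concentration at half of the fitted maximal effect; on the % scale 0 is the no-effect control and ±100 the full control effect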
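1536-well qHTS counterscreen of the MLSMR; 200 cells/uL, 12 h pre-incubation, 23 nL cpd, 24 h at 37 deg C 5% CO2, luciferase detection reagent, 12 min RT, luminescence. Inhibition = undesired.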
PI5P4Ka inh – blocks human PI5P4K alpha kinase activity. P48426. PI5P4Kalpha enzyme, ADP-Glo luminescence, 60 min; stronger effect = lower value. max response, %. hit rate 1.2% among 330,000; active means max response of -50% or lower; inconclusive means between -30% and -50%; inactive means -30% or higher; further: value at the top dose of about 77 µM; on the % scale 0 is the no-effect control and ±100 the full control effect
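ADP-Glo luminescence end-point read after a 60 min room-temperature kinase reaction of PI5P4Kalpha plus substrate, initiated with ATP at 5 microM final. Buffer: 0.038 M HEPES pH 7.4, EGTA, 0.1% CHAPS, 5% DMSO.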
EPAC1 agonist – agonists of human EPAC1. O95398. EPAC1 agonist qHTS, biochemical assay; response scale: 100% = response to 6.5 mM cAMP. Potency, µM (doses to about 154 µM), for inactives: at the top dose activation, hits mostly activators. hit rate 0.073% among 360,000; further: potency means the concentration at half of the fitted maximal effect; nearly all actives have a fitted effect of over 60% in size
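Compounds were pinned as a concentration titration into mixtures of EPAC1 (100 nM), BODIPY-GDP-loaded Rap1B (250 nM) and GDP (50 uM). After 5 min at room temperature, fluorescence was followed for 30 min; activity was scaled to 6.5 mM cAMP.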
GLP1R ag – GLP-1 receptor (human) agonism. AID 624172. P43220. HEK293 GLP-1R CRE-luciferase, luminescence, 4-6 h; cells express a hypersensitive GLP-1R form. Potency, µM (top dose mostly 45.6 µM), for the others: top-dose activation, usual class: activators. hit rate 0.007% among 380,000; further: potency means the concentration at half of the fitted maximal effect; % of control where 0% means no effect
EPAC1 antagonist – antagonists of human EPAC1; O95398; AID 720709; EPAC1 GEF assay, Rap1b-BODIPY-GDP exchange fluorescence; hit rate 0.14% among 360,000; Potency, µM (doses to about 115 µM), for inactives: at the highest dose activity change, negative = inhibition, most hits filed as inhibitors;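 further: potency means the concentration at half of the fitted maximal effect; plate controls were vehicle for no effect and positive control for full effect; nearly all actives have a fitted effect of over 50% in size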
Active calls of the source: *; i = inactive; ? = inconclusive; . = not tested or not shown; [ ] = dose if it differs, or a comment. Unless noted, the call rests on the fitted dose curve; in most records, active means well fitted curve in the direction sought with a large enough effect; inconclusive means small, poorly fitted or top-dose-only effect, or another doubt; inactive means no such curve, though single readings can be large; an effect the other way counts as inactive or inconclusive. Only part of the results is shown; count on the stated rates, not on these rows.

No.	Molecule	GLP1R inv ag	PTHR1 ag	IL2 activator	PLK1 PBD inh	GLP1R cytotox	PI5P4Ka inh	EPAC1 agonist	GLP1R ag	EPAC1 antagonist
1	Cc1noc(C)c1C(=O)N1CCC1(C)C(=O)NS(=O)(=O)c1cccc(F)c1 (configuration not stated)	-4%	i	-0.2	-4%	-10%	6	15%	-5%	-5%
2	O=[N+]([O-])c1cccnc1N1CCC(c2cc(-c3ccc(Cl)cc3)n[nH]2)CC1	?	i	-0.9	-4%	-23%	-1	28%	-7%	-11%
3	Cc1sc2nc(CSc3nnnn3-c3ccc(Cl)cc3)[nH]c(=O)c2c1C	5%	i	5.1	-10%	15%[1.53 µM]	-17	5%	-1%	17%
4	CC(C(=O)NC1CCCc2ccccc21)N1CCN(Cc2ccc3c(c2)OCO3)CC1 (configuration not stated)	-10%	0%[57.5 µM]	-3.8	0%	-21%	0	-2%	17%	6%
5	CCOC(=O)C1CCN(C(=O)c2cc3cc(Br)ccc3oc2=O)CC1	13%	i	-0.3	-6%	2%	0	8%	-7%	-17%
6	CCOc1cc(/C=N/NC(=O)c2ccc(N(C)S(=O)(=O)c3ccccc3)cc2)ccc1OC	-24%	-34%[inhibitor]	1.8	2%	-8%	-14	0%	3%	1%
7	N#Cc1ccc(NC(=O)C2=COCCO2)cc1	22%	i	0.3	-15%	6%	1	-5%	3%	?
8	COC(=O)c1ccccc1OC(=O)c1cc2ccccc2oc1=O	1%	i	0.3	-10%	-3%	0	9%	16%	-10%
9	COc1ccc(-c2cc(C(=O)NCc3ccco3)c3ccccc3n2)cc1OC	-11%	i	-0.4	-13%	-14%	4	8%	24%	5%
10	C=Cc1ccc(CC2(C)C(=O)Nc3ccc(Cl)cc32)cc1 (configuration not stated)	?	-7%	-0.9	-4%	-12%	19	13%	-5%	-1%
11	Cc1cc(C(=O)NNS(=O)(=O)c2ccc(F)cc2)nn1C(C)(C)C	16%	?	0.3	0%	-3%	-1	4%	-5%	2%
12	O=C(Cc1ccc(-n2cccc2)cc1)N1CCc2ccccc21	5%	i	0.1	-8%	8%	-23	-2%	-10%	-5%
13	Cc1cccc(S(=O)(=O)N(C)C[C@@H]2OCc3cnnn3CCCC(=O)N([C@@H](C)CO)C[C@@H]2C)c1	23%	i	-0.7	2%	5%	2	-5%	13%	4%
14	CS(=O)(=O)c1ccccc1C(=O)Nc1cccc(-c2nc3ccccc3o2)c1	-20%	-40%[inhibitor]	0.1	-11%	-3%	4	7%	-6%	-9%
15	CCOC(=O)c1cc2sccc2n1CC(=O)O	-4%	-19%[57.5 µM]	-1.2	-11%	3%	.	6%	0%	4%
16	C/C(=N\NC(=O)c1cccc(C)c1)c1cccc(NC(=O)c2ccco2)c1	-27%	-3%[57.5 µM]	-1.4	-5%	-7%	10	-4%	6%	-7%
17	CCOc1cc(C(c2c(C)[nH][nH]c2=O)c2c(C)[nH][nH]c2=O)ccc1O	27%	i	-0.2	-2%	-20%	-14	-4%	-17%	-10%
18	COc1cccc(CNC23CC4CC(CC(C4)C2)C3)c1OCc1ccccc1	?	i	-0.9	1%	3%	1	0%	5%	-8%
19	N#Cc1cccnc1N1CCN(C(=O)c2ccc3c(c2)S(=O)(=O)c2ccccc2C3=O)CC1	13%	-3%	0.3	-13%	6%	-7	-4%	3%	-2%
20	CCOC(=O)CSc1nnc(CSc2nc3sc4c(c3c(=O)[nH]2)CCC4)n1-c1ccccc1	0%	2%	1.1	-2%	2%	-2	-2%	-2%	7%
21	COc1ccc(-c2nnc3sc(-c4cccs4)nn23)cc1OC	110%[activator]	i	0.4	-3%	-1%	-23	2%	14%	-3%
22	Fc1ccc(CNCc2ccc3c(c2)OCO3)cc1	?	i	-0.4	-6%	8%	6	8%	1%	0%
23	Cc1nc2ccccc2nc(C)c1=NO	9%	i	0.5	0%	-9%	.	0%	0%	11%
24	Cn1nc(C(=O)N2CCN(S(=O)(=O)c3ccccc3)CC2)c2ccccc2c1=O	1%	-3%[57.5 µM]	-3.3	-8%	0%	-4	-6%	-2%	9%
25	CCOC(=O)CCSCC(=O)N1N=C(c2cccs2)CC1c1ccc(C)cc1 (configuration not stated)	?	-27%	-2.3	-2%	-14%	3	8%	13%	-4%
26	Cc1ccccc1Cn1nc(C)c(NC(=O)c2noc3c2CCc2ccccc2-3)c1C	?	-81%[inhibitor]	0.4	4%	3%	2	-12%	2%	6%
27	COC(=O)c1ccccc1NC(=O)CC(=O)Nc1ccccc1C(=O)OC	-19%	-11%	0.0	-5%	17%	-1	-2%	-5%	-6%
28	COc1ccc(CNC(=O)CN(c2cccc(OC)c2)S(C)(=O)=O)cc1	10%	i	-1.5	-9%	10%	.	-5%	6%	2%
29	Cc1cccc(N=C(NO)c2nonc2N)c1	3%	i	0.1	-7%	1%	4	3%	9%	-7%
30	O=C1COC(c2ccccc2O)=NN1CCCl	6%	i	-2.5	6%	4%	-1	-16%	-11%	2%
31	CCCS(=O)(=O)c1c(S(=O)(=O)CCC)c2c(N)cccn2c1C(=O)c1ccc(F)cc1	?	-4%	0.1	-20%	-14%	0	13%	-3%	9%
32	COc1cc(/C=N/N=C2/NC(=O)C(CC(=O)O)S2)ccc1OCc1ccc(Cl)cc1 (configuration not stated)	7%	-25%	-1.3	-23%	-22%	-9	-5%	0%	8%
33	O=C(NCC1CCCO1)c1cccs1 (configuration not stated)	5%	i	1.0	1%	10%	.	3%	7%	3%
34	COc1ccc(CCNS(=O)(=O)c2cnc(Cl)c(Br)c2)cc1OC	14%	-62%[inhibitor]	1.2	-7%	0%	5	-3%	23%	2%
35	O=C(O)c1ccccc1NC(=O)C(Cc1ccccc1)N1C(=O)c2ccccc2C1=O (configuration not stated)	?	i	-0.3	-14%	-6%	-3	-1%	-6%	-15%
36	O=C(CN1C(=O)S/C(=C\c2ccccc2Cl)C1=O)NC1C=CS(=O)(=O)C1 (configuration not stated)	126%[activator]	-23%	-1.4	-5%	-12%	2	2%	-3%	-8%
37	Cc1csc(SCC(=O)c2cc(C)n(Cc3cccs3)c2C)n1	?	-85%[inhibitor][57.5 µM]	-2.7	-1%	17%	-10	3%	-10%	-14%
38	c1ccc(Oc2nc(-c3cccnc3)nc3ccccc23)cc1	?	i	1.6	0%	-4%	4	-4%	11%	-7%
39	Cc1nc(NCCNC(=O)c2ccco2)c2c(C)c(C)sc2n1	118%[activator]	-13%	2.8	-11%	-14%	3	0%	9%	0%
40	CC1CCN(C(=O)CNC(=O)Cn2ccc3ccccc3c2=O)CC1	2%	14%	-2.8	-1%	3%	-14	-8%	-3%	-5%
41	COC(=O)Cc1c(CSc2ccccc2)oc2ccc(O)c(CN(C)C)c12	?	i	-0.6	?	-14%	0	10%	6%	-7%
42	O=C(CCC(=O)N(CC(=O)NC1CCCC1)c1ccccc1F)Nc1nccs1	2%	i	-3.2	2%	7%	2	-4%	8%	-2%
43	CC(=O)Nc1cccc(Oc2ccc3c(c2)C(=O)N(CCC(=O)O)C3=O)c1	5%	-8%[57.5 µM]	0.8	0%	-1%	7	-3%	4%	10%
44	O=c1[nH]c2cc(C(F)(F)F)ccc2n1-c1cc(C(F)(F)F)ccc1O	-21%	-20%	0.0	-13%	0%	-2	-20%	9%	-26%
45	CC(C(=O)N1CCc2ccccc21)N1CCN(Cc2ccccc2)CC1 (configuration not stated)	?	i	-0.5	0%	0%	5	2%	13%	5%
46	CC1CC1C(=O)OCC(=O)Nc1cccc(S(=O)(=O)NC2=NCCCCC2)c1 (configuration not stated)	4%	i	-3.0	-5%	13%	5	-2%	4%	8%
47	Cc1cc2ncc(S(=O)(=O)C(C)(C)C)c(N)n2n1	2%	20%	-1.7	-14%	-3%	-2	14%	-3%	1%
48	Cc1ccc2c(CNCc3ccccc3)cc(=O)oc2c1	?	-5%	-2.0	-8%	?	5	-7%	11%	22%
49	CC(C)Cc1nnc(NC(=O)CCC(=O)NCCc2ccccc2)s1	20%	-27%	-1.8	-12%	-6%	2	8%	8%	4%
50	CCCCC(=O)Nc1ccc(C(=O)Nc2cc(C(F)(F)F)ccc2Cl)cc1	?	-15%	0.2	-6%	-30%	6	11%	-2%	3%
51	O=C(O)C(O)(c1ccccc1)C(O)c1ccccc1 (configuration not stated)	1%	-19%	-3.7	-4%	-1%	-4	7%	-2%	-6%
52	Cc1ccc(C(=O)CSc2nnc(-c3ccccc3)n2-c2ccccc2)o1	0%	-2%[57.5 µM]	-2.8	-9%	7%	.	4%	-14%	10%
53	O=C(C1CC(=O)N(c2ccccc2)C1)N1CCC(c2nc3ccccc3[nH]2)CC1 (configuration not stated)	-8%	-5%	-0.3	-17%	-16%	-25	-4%	0%	-4%
54	O=C(Nc1ccccc1C(=O)Nc1ccc(Br)cn1)c1ccccc1Cl	10µM*	-25%	0.4	-1%	3%	3	10%	-1%	-5%
55	COCCNC(=O)c1ccc(CS(=O)(=O)c2ccccc2)o1	35%[activator]	19%	0.3	-6%	9%	0	-5%	3%	3%
56	O=C(COC(=O)c1ccc([N+](=O)[O-])o1)NCc1ccccc1	5%	-59%[inhibitor]	-0.9	-23%	10%	6	13%	-9%	-28%
57	Cc1ccc(OCC(=O)Nc2ccc(S(=O)(=O)Nc3ccccn3)cc2)c(C)c1	-13%	-81%[inhibitor]	-1.8	-12%	-16%	-14	-4%	-28%	-9%
58	COc1ccc(OCCCNCCc2ccccc2)cc1	7%	-52%[inhibitor]	-2.2	-11%	3%	-3	-2%	10%	-12%
